STK33 kinase inh: inhibitors of human STK33 kinase; 320,000 tested, 0.073% active; Q9BYT3; inhibition, % at 10 µM; purified STK33, MBP phosphorylation, ADP-Glo luminescence;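 active = inhibition at or above 25%, using the most active replicate where run in duplicate; inactive = inhibition below 25%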
Target sequence (Q9BYT3 whole entry, looked up): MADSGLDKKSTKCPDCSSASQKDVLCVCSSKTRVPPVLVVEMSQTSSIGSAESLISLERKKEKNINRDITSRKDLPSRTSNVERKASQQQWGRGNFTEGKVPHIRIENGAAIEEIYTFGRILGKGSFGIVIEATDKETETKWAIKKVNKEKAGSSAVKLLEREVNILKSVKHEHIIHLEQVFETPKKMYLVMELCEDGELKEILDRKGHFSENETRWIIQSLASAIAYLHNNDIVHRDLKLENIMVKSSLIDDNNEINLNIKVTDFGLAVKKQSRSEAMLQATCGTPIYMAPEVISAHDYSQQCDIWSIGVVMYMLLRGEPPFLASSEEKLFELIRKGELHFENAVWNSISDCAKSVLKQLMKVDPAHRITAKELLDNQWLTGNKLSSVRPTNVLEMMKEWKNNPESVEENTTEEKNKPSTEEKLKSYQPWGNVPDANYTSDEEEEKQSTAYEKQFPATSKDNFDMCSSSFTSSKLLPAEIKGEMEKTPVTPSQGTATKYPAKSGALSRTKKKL
Kir21 inh: Kir2.1 (mouse) channel inhibition; P35561; HEK293-Kir2.1, FluxOR thallium flux fluorescence; active compounds read low; B-score at 10 µM; 310,000 tested, 0.85% active; AID 1672;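 active = fluorescence ratio B-score at or below minus 3 SD of library scores, with starting-brightness B-score within 2 SD, cut at about -4.2 in these data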;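 also: channel flux triggered by added potassium and thallium sulfate stimulus; B-score of peak minus minimum fluorescence over baseline after thallium stimulus; more negative B-score means stronger Kir2.1 block with less thallium influx; some compounds called inactive have numbers as strong as hits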
Target sequence (P35561 whole entry, looked up): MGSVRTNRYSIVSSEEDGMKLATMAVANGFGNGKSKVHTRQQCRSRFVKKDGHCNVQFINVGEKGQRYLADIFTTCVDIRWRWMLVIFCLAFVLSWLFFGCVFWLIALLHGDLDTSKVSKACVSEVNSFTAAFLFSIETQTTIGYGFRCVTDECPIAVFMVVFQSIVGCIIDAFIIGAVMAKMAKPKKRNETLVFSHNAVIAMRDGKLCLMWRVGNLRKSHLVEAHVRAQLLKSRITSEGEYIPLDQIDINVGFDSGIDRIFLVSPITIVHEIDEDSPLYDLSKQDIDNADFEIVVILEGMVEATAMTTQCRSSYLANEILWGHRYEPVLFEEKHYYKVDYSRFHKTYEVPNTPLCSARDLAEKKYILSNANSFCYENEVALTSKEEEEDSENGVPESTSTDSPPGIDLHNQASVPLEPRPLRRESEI
* = called active by the depositor; / = not tested or not shown.

STK33 kinase inh	Kir21 inh	compound
-0.4	1.42	CCC12CN(C(=O)c3ccc([N+](=O)[O-])cc3)CC(CC)(CN(C(=O)c3ccc([N+](=O)[O-])cc3)C1)C2=O
-0.5	2.3	O=C(O)c1nn(Cc2ncc(-c3cccc(Cl)c3)o2)c(=O)c2ccccc12
-0.2	0.1	c1cc2c(cc1OCCNC1CCCC1)CCC2
-0.6	-0.94	CC(C)c1noc2ncc(C(=O)c3cc(Cl)cc(Cl)c3O)cc12
-2.2	2.83	CN1CCOCCOCCOCCN(C)C1=S
-1.2	0.01	O=C(COC(=O)c1ccco1)NC1CCCC1
-0.8	0.41	CCCCNC(=O)c1onc(CSc2cc(C)cc(C)c2)c1C(=O)NCCCC
0.6	/	O=C(COC(=O)Cc1ccsc1)Nc1ccccc1Cl
-1.7	0.15	CCC(CC)C(=O)c1c[nH]c(C(=O)NCCCN2CCOCC2)c1
-0.8	-0.66	COc1ccc(Cl)cc1N(CC(=O)N1CCCC1)S(=O)(=O)c1ccc(C)cc1
-1.4	0.63	Cc1ccc(C(C(=O)NCC2CCCO2)N(C(=O)c2snc(C(N)=O)c2N)c2ccccc2)o1 (stereo not drawn)
-1.2	2.63	O=C(Nc1ccc(N2CCOCC2)c(Cl)c1)c1cccc(-n2cnnc2)c1
-0.3	-0.33	Cc1cc(OCCn2ccnc2)cc(C)c1Cl
-0.8	2.47	COc1ccc(CCNC(=O)Cc2ccc(NC3=NC4CS(=O)(=O)CC4S3)cc2)c(OC)c1 (stereo not drawn)
0.6	0.8	O=C(O)CCc1nn2cnc3sc4c(c3c2nc1=O)CCCC4
-0.4	-1.32	CC(=O)Nc1ccc(NC(=O)c2ccc(-c3ccc([N+](=O)[O-])cc3)o2)cc1
-0.5	-0.77	O=C(CCNS(=O)(=O)c1ccc2c(c1)CCC(=O)N2)Nc1ccc(F)c(F)c1
-3.6	0.66	O=C(CCCC1=NS(=O)(=O)c2ccccc2N1)N1CCN(c2ccccc2)CC1
0.5	0.22	O=C(NCC1CCCO1)c1ccccc1 (stereo not drawn)
0.6	1.18	O=C(CNC(=S)N(Cc1ccccc1F)C1CCCCC1)NC1CC1
-1.9	-1.25	CC(C)(C)NC(=O)NC(=O)CN1CCN(c2ccccc2O)CC1
-0.6	0.67	CC1CCC2(CC1)NC(=O)N(Cc1cc(=O)n3ccsc3n1)C2=O (stereo not drawn)
-1.1	-1.15	N#CCC(=N)N1CCN(c2cccc(Cl)c2)CC1
-1.8	2.01	COc1ccc(C(=O)N2c3ccccc3C(=O)OC2c2ccc3c(c2)OCO3)cc1 (stereo not drawn)
0.4	-0.06	CCn1c(SCC(=O)NNC(=O)c2ccc(OC)cc2)nnc1-c1ccco1
0.9	/	Cc1ccc(S(=O)(=O)N2CCOCC2)cc1C(=O)Nc1ccncc1
-0.8	0.01	O=C(NN1CCOCC1)c1cc(-c2ccc(Cl)c(Cl)c2)nc2ccccc12
-0.8	-1.18	CCOC(=O)C1=C(CSc2nc3ccccc3s2)NC(=O)NC1c1cccc([N+](=O)[O-])c1 (stereo not drawn)
-0.4	-2.4	Cc1ccc(-n2nc(C(=O)NN)c(C)c(C#N)c2=O)cc1Cl
1.0	-1.9	CC(=O)Nc1nc(C=C(Cl)Cl)cs1
-1.7	-1.55	COCCN(C(=O)COC(=O)c1ccccc1Nc1ccccc1)c1c(N)n(Cc2ccccc2)c(=O)[nH]c1=O
-0.5	-2.96	CCCn1c(SCC(=O)NC(C)c2ccccc2)n[nH]c1=O (stereo not drawn)
-1.1	-0.08	CC(C)c1nnc(NC(=O)C2c3ccccc3Oc3ccccc32)s1
0.0	-0.06	O=C(Nc1ccccc1)c1c(F)c(F)c(F)c(F)c1F
-1.1	-1.01	C/C(=N\NC(=O)COc1cc(C)cc(C)c1)c1ccc(N2CCOCC2)cc1
-1.1	1.59	Cc1ccc(S(=O)(=O)N2CCOCC2)c(C)c1-n1cnnn1
-0.5	-0.93	Cc1cccc(-n2ncc3c2CCCC3NC(=O)CCCN2CCCCC2=O)c1C (stereo not drawn)
0.3	0.16	O=C(N/N=C1\CCSC1)c1cc(Cl)ccc1O
-4.6	-2.37	Cc1ccccc1CC(=O)NCC1CCCCC1
-0.4	/	O=C(NCCC(=O)N1CCN(c2cccc(Cl)c2)CC1)c1ccc(Br)cc1
-0.5	0.02	COc1ccc(C(=O)NC2CC2)cc1OC1CCN(Cc2cnn(C)c2C)CC1
-0.5	0.77	COC(=O)c1c(NC(=O)C2Cc3ccccc3C(=O)O2)sc2c1CCCC2 (stereo not drawn)
-0.1	-0.22	CNC(=O)/C(C#N)=C/c1ccc(-c2ccccc2[N+](=O)[O-])o1
-1.6	-0.29	O=C1CCC(C(=O)N2CCCC2)CN1CCc1cccc(F)c1 (stereo not drawn)
/	-0.92	CC(NC(=O)CSc1ncn[nH]1)c1ccc(Cl)cc1Cl (stereo not drawn)
4.6	-0.01	CSCCC(NC(=O)c1ccc([N+](=O)[O-])cc1Cl)C(=O)OC(C)C(=O)NCc1ccco1 (stereo not drawn)
-0.5	-11.4	Cc1ccc(S(=O)(=O)/N=C2/NC(=O)/C(=C\c3cc(Br)cc(Br)c3O)S2)cc1
0.8	2.31	CC(=O)Nc1cc(C(=O)O)ccc1S(=O)(=O)c1ccc(C)cc1
-0.2	0.53	COC(=O)Nc1nnc(COc2cccc(C)c2)s1
1.1	0.38	Cc1cc(C)c(NC(=O)CS(=O)CC(=O)N2CCN(c3ccccc3)CC2)c(C)c1 (stereo not drawn)

Further records
STK33 kinase inh	Kir21 inh	compound
/	0	COc1cccc2c1OC[C@@H](CO)[C@H]2N(C)C(=O)Nc1ccccc1
-1.0	-0.46	O=C(COC(=O)c1ccccc1[N+](=O)[O-])Nc1nnc(-c2ccccc2)o1
-0.8	-2.19	COc1cc(Cl)ccc1OCc1cc(C(=O)N2C[C@H]3CC[C@H]2C3)no1
0.4	1.03	CC1CN(S(=O)(=O)c2ccccc2)C(C)N1C(=O)N1CCOCC1 (stereo not drawn)
2.0	/	COc1ccc(CCNC(=O)COC(=O)c2cc(Cl)nc(Cl)c2)cc1
-0.8	/	C=CC[C@@H](CC(=O)N(CCO)Cc1ccccc1)C(=O)N[C@H](COC(=O)[C@@H](CC=C)CC(=O)OC(C)(C)C)c1ccccc1
-0.7	0.07	CC(=O)c1c(C)[nH]c(C(=O)NCCc2ccccc2)c1C
-1.4	-2.8	Cc1ccc(C)c(-c2ccc(=O)n(Cc3ccc(F)cc3Cl)n2)c1
-1.7	1.41	CCOC(=O)c1cc2c(=O)n3ccccc3nc2n(CCOC)c1=NC(=O)c1c(-c2c(F)cccc2Cl)noc1C
0.4	1.03	CCOC(=O)c1cc(-c2cccc([N+](=O)[O-])c2)on1
7.8	0.24	Cc1cccc(/C=N\NC(=O)c2sccc2-n2cccc2)c1
-1.5	1.05	O=C(O)c1ccc(N2CCCCC2)cc1
-2.2	-18.2	O=C1C2C3c4ccccc4C(c4ccccc43)[C@@H]2C(=O)N1c1ccccn1 (stereo partly drawn)
-0.7	-0.41	COC(=O)C1=NN(C(C)=O)C2(CC(=O)N(c3cc(C)cc(C)c3)C2=O)C1 (stereo not drawn)
-0.1	-0.26	Cc1c(C(=O)N2CCOCC2)c(S(=O)(=O)Nc2cccc(C#N)c2)c(C)n1C
-1.6	-0.73	N#C/C(=C(/O)COC(=O)CCCNC(=O)c1ccc(Cl)cc1)c1nc2ccccc2[nH]1
-0.4	-0.25	O=C(NCCc1ccccc1)c1ccc([N+](=O)[O-])cc1
-0.1	-0.03	CCc1ccc(N2C(=O)CC(N(CC3CCCO3)C(=O)/C=C/C(=O)O)C2=O)cc1 (stereo not drawn)
-0.8	/	Cc1cc(CC(=O)O)n(C)c1C(=O)c1ccc(Cl)cc1
0.6	-3.51	COc1ccc(C(=O)NNC(=O)CSc2nnc(COc3ccccc3OC)n2C)cc1

Full records from above. Values in the order: STK33 kinase inh	Kir21 inh
CCc1ccc(N2C(=O)CC(N(CC3CCCO3)C(=O)/C=C/C(=O)O)C2=O)cc1 (stereo not drawn) is listed as -0.1	-0.03
Cc1c(C(=O)N2CCOCC2)c(S(=O)(=O)Nc2cccc(C#N)c2)c(C)n1C is listed as -0.1	-0.26

Additional compounds:
STK33 kinase inh	Kir21 inh	compound
0.3	-0.27	Cc1n[nH]c(C)c1N1C(=O)c2cccc3cc(Br)cc(c23)C1=O
/	0.47	CCCCn1c(N)c(N(CC(C)C)C(=O)CSCc2c(C)noc2C)c(=O)[nH]c1=O
-0.5	0.02	COc1ccc(C(=O)C2CCCN(Cc3cnc(N4CCOCC4)s3)C2)cc1F (stereo not drawn)
-0.9	-0.18	Cc1cc(NC(=O)CN2CCCCC2C)no1 (stereo not drawn)
-0.8	0.57	Cc1ccc(C)c2c(SC(C)C(=O)NCc3ccco3)nc(-c3ccccc3)nc12 (stereo not drawn)
0.6	-0.05	CN(C)S(=O)(=O)c1cccc(NC(=O)c2cnccn2)c1
-1.7	-0.57	Cc1cccc2cc(CN(Cc3cccs3)C3(c4nnnn4C4CCCC4)CCCC3)c(=O)[nH]c12
0.6	1.93	Cc1cccc(C(=O)NCCCNC(=O)c2ccccn2)c1
-0.7	0.12	CC(C)C(c1nnnn1CC1CCCO1)N1CCN(C2CCCC2)CC1 (stereo not drawn)
0.0	-0.94	CC1=CC(=O)C(C(C)C)=C/C1=N/OC(=O)c1cccc([N+](=O)[O-])c1

Gathered by group, those above with an NH in an aromatic ring.
STK33 kinase inh	Kir21 inh	compound
-1.7	0.15	CCC(CC)C(=O)c1c[nH]c(C(=O)NCCCN2CCOCC2)c1
-1.7	-1.55	COCCN(C(=O)COC(=O)c1ccccc1Nc1ccccc1)c1c(N)n(Cc2ccccc2)c(=O)[nH]c1=O
-0.5	-2.96	CCCn1c(SCC(=O)NC(C)c2ccccc2)n[nH]c1=O (stereo not drawn)
/	-0.92	CC(NC(=O)CSc1ncn[nH]1)c1ccc(Cl)cc1Cl (stereo not drawn)
-0.7	0.07	CC(=O)c1c(C)[nH]c(C(=O)NCCc2ccccc2)c1C
-1.6	-0.73	N#C/C(=C(/O)COC(=O)CCCNC(=O)c1ccc(Cl)cc1)c1nc2ccccc2[nH]1
0.3	-0.27	Cc1n[nH]c(C)c1N1C(=O)c2cccc3cc(Br)cc(c23)C1=O
/	0.47	CCCCn1c(N)c(N(CC(C)C)C(=O)CSCc2c(C)noc2C)c(=O)[nH]c1=O
-1.7	-0.57	Cc1cccc2cc(CN(Cc3cccs3)C3(c4nnnn4C4CCCC4)CCCC3)c(=O)[nH]c12

The list continues:
STK33 kinase inh	Kir21 inh	compound
1.0	-2.03	O=C1CCC/C1=C\c1ccccc1
-0.6	1.54	CN(Cc1ccc(O)cc1)C1CCCCC1
-2.1	-1.06	c1ccc(-c2noc(-c3ccno3)n2)nc1
-2.3	-3.62	Cc1onc(-c2ccccc2)c1-c1ccnn1S(=O)(=O)c1ccc(Cl)cc1
0.0	0.82	COc1ccccc1CN1C[C@@H]2C[C@@H](c3cccc(C)c3)N3CCC[C@@]23C1=O
-1.7	2.84	O=C(Nc1ccc(Cc2ccncc2)cc1)C1CCC(N2C(=O)C3CC=CCC3C2=O)CC1 (stereo not drawn)
-2.9	2.35	O=C(NCc1n[nH]c(=S)n1-c1ccccc1)c1ccc(S(=O)(=O)N2CCCCC2)cc1
-1.3	1	C/C(CC(=O)Nc1cccc(F)c1)=N\NC(=O)c1ccncc1
-2.2	0.06	Cc1ccccc1Nc1nc(N)nc(COC(=O)CCS(=O)(=O)c2ccccc2)n1
0.8	/	CC(C)(C)OC(=O)N1CCC[C@H]1C(=O)OCC(=O)Nc1cc(S(C)(=O)=O)ccc1Cl
-2.4	-0.04	CCSc1nc2c(c(=O)[nH]c(=O)n2C)n1CC(O)COc1ccccc1 (stereo not drawn)
-2.8	0.8	O=C(c1ccco1)C(O)c1ccco1 (stereo not drawn)
0.6	/	O=C(Cn1nc(C(=O)O)c2ccccc2c1=O)Nc1cc(S(=O)(=O)N2CCOCC2)ccc1Cl
-6.9	0.41	Cc1ccc(OCc2ccc(C(=O)Nc3ccc(S(N)(=O)=O)cc3)o2)cc1
-0.3	-2.06	COc1cc(C(=O)N[C@@H](C)C(=O)NCc2ccco2)cc(OC)c1OC
0.8	0.05	CCC(C)[C@H](NC(=O)[C@@H]1Cc2ccccc2CN1C(=O)OC(C)(C)C)C(=O)NCC1CCC(C(=O)O)CC1 (stereo partly drawn)
-1.2	1.46	Cc1ccc(Nc2nc(N)nc(CN3CCN(c4ccccc4)CC3)n2)cc1Cl
-1.4	0.01	CC(C)(C)c1ccc(C(=O)NCc2nnc(SCC(=O)NC3CCCCC3)o2)cc1
-1.2	0.52	COc1ccccc1N(CC(=O)NCCc1ccccc1)S(C)(=O)=O
-1.5	-1.36	O=C1c2ccccc2C(=O)C12OC2c1ccc(Cl)cc1 (stereo not drawn)
-0.8	0.02	CCOc1ccc2[nH]c(=O)c(CN(CC3COCCO3)C(=O)c3ccco3)cc2c1 (stereo not drawn)
0.8	2.72	NC1=C(c2ccccc2)C(=O)NC1=O
-1.5	-1.19	COc1ccc(N2C(=O)/C(=C\c3ccco3)N=C2SCC(=O)NC(C)C)cc1Cl
0.5	0.54	Cc1cccc(C(=O)N=c2sccn2C)c1[N+](=O)[O-]
-0.5	-0.64	CCOC(=O)Cc1csc(NC(=O)c2ccc(Br)cc2)n1
0.1	-0.14	CC(C)CNC(=O)CN1c2cccc3cccc(c23)S1(=O)=O

Compounds were not picked by outcome. Share with any hit: about 0.84%.
